Mdm2 MdmX PPI – human Mdm2/MdmX binding inhibition. O15151+Q00987. SaOS-2 split-luciferase Mdm2/MdmX complementation, luminescence. inhibition, % at 8 µM. 330,000 compounds, 3% hits. AID 485346;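 active = inhibition of at least 50% at 8 µM in the primary screen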
Target sequence (O15151 whole entry, looked up): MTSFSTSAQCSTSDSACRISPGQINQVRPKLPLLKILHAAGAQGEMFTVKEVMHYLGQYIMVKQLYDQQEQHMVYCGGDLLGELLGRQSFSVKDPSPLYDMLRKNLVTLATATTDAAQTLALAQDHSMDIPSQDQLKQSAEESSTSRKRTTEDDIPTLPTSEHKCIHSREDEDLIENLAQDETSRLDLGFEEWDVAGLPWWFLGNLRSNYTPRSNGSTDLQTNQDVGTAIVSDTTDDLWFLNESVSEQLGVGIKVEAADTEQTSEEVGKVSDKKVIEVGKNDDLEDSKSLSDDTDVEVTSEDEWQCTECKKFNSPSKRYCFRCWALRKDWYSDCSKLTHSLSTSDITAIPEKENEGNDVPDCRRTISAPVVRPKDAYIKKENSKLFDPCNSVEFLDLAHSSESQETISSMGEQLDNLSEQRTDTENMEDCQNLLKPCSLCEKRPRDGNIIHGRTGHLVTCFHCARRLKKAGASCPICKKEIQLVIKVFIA
Target sequence (Q00987 whole entry, looked up): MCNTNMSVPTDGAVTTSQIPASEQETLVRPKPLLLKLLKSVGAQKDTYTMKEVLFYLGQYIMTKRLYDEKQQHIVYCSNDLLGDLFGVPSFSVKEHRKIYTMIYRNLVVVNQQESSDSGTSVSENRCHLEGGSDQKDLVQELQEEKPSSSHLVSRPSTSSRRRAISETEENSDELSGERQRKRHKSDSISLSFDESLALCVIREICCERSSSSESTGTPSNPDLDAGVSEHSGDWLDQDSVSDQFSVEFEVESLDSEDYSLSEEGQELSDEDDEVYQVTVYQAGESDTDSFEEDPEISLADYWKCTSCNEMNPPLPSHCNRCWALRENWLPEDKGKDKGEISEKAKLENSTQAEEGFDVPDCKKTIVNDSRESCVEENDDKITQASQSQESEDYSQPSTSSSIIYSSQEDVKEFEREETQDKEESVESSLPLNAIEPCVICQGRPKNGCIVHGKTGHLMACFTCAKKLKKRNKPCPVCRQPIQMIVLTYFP
CCR6 antag – blocks CCL20-driven beta-arrestin recruitment at human CCR6. 340,000 compounds, 0.49% hits. CHO-K1 CCR6 PathHunter beta-arrestin, luminescence, CCL20-stimulated. P51684. AID 493098. inhibition, % at 20 µM;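 active = compounds whose inhibition of the agonist-driven luminescence signal at 20 µM reaches about 50%, limit read from the data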;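 also: cells stimulated with CCL20 at 14 nM final; plate controls were DMSO with CCL20 for no effect and DMSO without agonist for full effect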
UPR XBP1 act – adaptive UPR (XBP1) activation; activation, % at 20 µM; AID 463104; 330,000 compounds, 0.33% hits; CHO-XBP1 luciferase reporter, IRE1-XBP1 UPR activation, luminescence; percent of tunicamycin response, DMSO as zero;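 active = versus positive control, 20 µM dose yields 30% or more activation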;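 also: 100% = tunicamycin at 10 µg/mL and 0% = DMSO only wells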
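assay system = CHO-XBP1 luciferase reporter cells | amount = 1000 cells/well | buffer or medium = F12 plus 10% FBS | compound dosing = single point, 20 µM final compound, 1% DMSO | incubation = 16-18 h cell attachment at 37 °C, then 6 h compound exposure | detection = Steady-Glo luminescence read | controls = tunicamycin 10 µg/mL and vehicle-only wells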
EBI2 antag – antagonists of human EBI2 receptor; inhibition, % at 5 µM; EBI2 beta-arrestin recruitment, luminescence, 7a,25-OHC stimulated; P32249; AID 651636; 360,000 compounds, 0.81% hits; in the data active = inhibition above about 38%;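 also: enzyme fragment complementation signal reports receptor beta-arrestin coupling in cells; 0% = agonist plus DMSO wells and 100% = wells without agonist; some results beyond the cut were filed as inactive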
697 NFkB inh – lowers PMA/ionomycin-induced NF-kB signal in 697 B cells; 330,000 compounds, 0.33% hits; AID 435022; inhibition, % at 4 µM; 697 B-cell NF-kB luciferase reporter, 16 h; in the data active = inhibition above about 35%
Jurkat NFkB inh – inhibitors of the PMA/ionomycin-induced NF-kB reporter in Jurkat cells; 330,000 compounds, 0.53% hits; PMA/ionomycin-induced NF-kB luciferase reporter, luminescence; AID 435003; inhibition, % at 4 µM; in the data active = inhibition above about 50%
Gli-Sufu antag – antagonists of Gli-Sufu signaling; Sufu-KO-LIGHT fibroblasts, Gli luciferase reporter luminescence; inhibition, % at 5 µM; 340,000 compounds, 0.74% hits;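 active = inhibition above about 55%, limit read from the data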;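 also: 0% = DMSO-treated cells and 100% = wells with medium but no cells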
UPR CHOP act – apoptotic UPR (CHOP) activation | CHO-CHOP luciferase reporter, luminescence; percent of tunicamycin response over DMSO baseline | activation, % at 10 µM | 330,000 compounds, 0.34% hits | AID 449763;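 active = at 10 µM dose, activation of 40% or more, normalized to positive control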;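 also: 100% = tunicamycin at 10 µg/mL and 0% = DMSO alone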
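System: CHO-CHOP luciferase reporter cell line; amount: 500 cells/well; buffer or medium: F12 medium containing 10% fetal bovine serum; incubation: 6 h compound exposure at 37 °C after overnight seeding; measured by: luciferase luminescence after 10 min with Steady-Glo reagent; evaluation: % reporter activation, DMSO baseline versus tunicamycin full activation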
CXCR6 inh – inhibitors of human CXCR6 receptor. O00574. CHO-K1 PathHunter CXCR6 beta-arrestin, luminescence. inhibition, % at 20 µM. 360,000 compounds, 0.36% hits; in the data active = inhibition above about 34%, passing the limit was not always enough;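 also: antagonist mode with CXCL16 agonist at 10 nM final; 0% = 10 nM CXCL16 with DMSO and 100% = unstimulated wells without agonist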
* marks the source's active call; other numbers are inactive results; / = not tested or not shown. Compounds were not picked by outcome, and some 5% of all compounds hit somewhere here.

SMILES	Mdm2 MdmX PPI	CCR6 antag	UPR XBP1 act	EBI2 antag	697 NFkB inh	Jurkat NFkB inh	Gli-Sufu antag	UPR CHOP act	CXCR6 inh
COc1n[nH]c(C(=O)Nc2nc3ccccc3s2)c1[N+](=O)[O-]	-8	-1	0	11	-112	-12	-31	0.8	8
COc1nc(C)cc(C)c1S(=O)(=O)c1ccc(Cl)cc1	-25	17	-1	2	0	-14	-1	1.2	10
CCOc1ccccc1C1CC(=O)Nc2cc3c(cc21)OCCO3 (stereo unspecified)	70*	1	7	-14	-5	70*	46	2.2	1
COc1ccc(N2CCN(S(=O)(=O)c3cc4c5c(c3)C(C)C(=O)N5CCC4)CC2)cc1 (stereo unspecified)	22	4	-3	0	19	-8	-5	-1.8	4
Cc1cc2n(n1)SC(Nc1ccccc1)N2 (stereo unspecified)	-14	21	5	-1	-3	-7	6	1.1	-3
CC(C)OCCCn1c(=S)[nH]c2ccc(N3CCOCC3)cc2c1=O	7	7	2	5	-44	-11	11	-1.8	0
CC(C)Oc1ccc(C(CCNCc2ccc(O)cc2)c2ccccc2)cc1 (stereo unspecified)	91*	1	-4	6	-2	45	16	0.5	-11
CC(C)CCN1CCC(n2nccc2NC(=O)C2CCOC2)CC1 (stereo unspecified)	2	-5	-4	-4	-5	3	6	0.2	1
Cc1ccc(NC(=O)CS(=O)CC(=O)Nc2cccc(C)c2C)cc1F (stereo unspecified)	-2	-9	-1	-3	-5	-15	-3	-0.4	-3
O=C(COC(=O)C1c2ccccc2Oc2ccccc21)Nc1ccc2c(c1)OCO2	24	21	-5	-7	-6	-4	3	-1.2	2
CCn1c(=O)c(C(=O)NNC(=O)c2ccc(Cl)cc2Cl)c(O)c2ccccc21	4	8	-4	2	-1	6	30	1.2	-2
CC(=O)c1ccc(OCc2cc(C(=O)NCC3CCCCO3)no2)cc1 (stereo unspecified)	-27	4	0	-1	-19	-7	-4	0.8	2
CC(=O)c1cccc(NC(=S)N2CCCC2)c1	-6	6	-3	-7	-18	-21	5	0.4	2
CCOC(=O)c1ccc(NS(=O)(=O)c2cc(-c3nnnn3CC)ccc2OC)cc1	28	18	-1	-2	2	16	7	-0.7	3
Cc1nnc(SCCCOc2ccccc2)nc1C	9	5	0	-12	1	4	-5	-0.6	0
O=C(CCC(=O)c1cccs1)NCc1cccnc1	15	1	-1	-12	8	6	8	0.1	-1
COc1cccc(C(=O)NNC(=O)C(=O)Nc2cccc(Cl)c2C)c1	4	8	2	8	7	-1	-12	0.2	-2
Cc1ccc(OCC(O)Cn2c3ccccc3c3ccccc32)cc1 (stereo unspecified)	42	1	1	6	-14	10	-3	-1.2	-12
O=C(Nc1nnc(SCC(=O)N2CCOCC2)s1)c1ccccc1Cl	-24	-1	1	-2	-35	5	-36	0.1	3
O=C(Nc1ccc(Cl)cc1)N1CCN(C(=O)C2CCCO2)CC1 (stereo unspecified)	23	2	-6	1	13	13	12	1.4	-1
Cc1csc(=O)n1CCC(=O)NCc1ccc(F)cc1	8	2	3	-3	1	2	2	2.2	-9
C/C(=N\NC(=O)COc1ccc(C(C)(C)C)cc1)c1ccc(OC(F)F)cc1	18	3	0	4	-18	4	30	4.9	-11
O=C1OC(c2ccccc2)(c2ccccc2)c2ccccc21	/	33	/	1	/	/	10	/	12
COc1ccc(OCC(=O)N2CCN(C(=O)c3ccc([N+](=O)[O-])cc3)CC2)cc1	16	-7	0	88*	16	6	2	1.4	-7
CCc1c(C(=O)NNC(=S)NCC(C)C)csc1C	23	18	-2	9	5	-8	-4	-0.6	0
CCn1nc(C(=O)OCC(=O)N2c3ccccc3CC2C)c2ccccc2c1=O (stereo unspecified)	-6	3	2	9	21	12	5	-2.0	-3
Cc1ccc(S(=O)(=O)N2CCC(C(=O)OCC(=O)N(CCC#N)c3ccc(F)cc3)CC2)cc1C	7	3	0	-9	10	9	-5	-1.7	-4
CC(C)CN(C(=O)Cn1nnc(-c2ccc(F)cc2)n1)C1CCS(=O)(=O)C1 (stereo unspecified)	26	15	-2	0	14	22	21	0.1	5
CCCCC(=O)N/N=C(\C)CC(=O)Nc1ccccc1Br	-9	14	0	1	11	16	-5	-0.1	-2
Cc1cc(C)n2c(SCCO)nnc2n1	-12	4	0	11	16	-7	8	-2.3	-1
CCN(C(=O)Cc1cccs1)c1nnc(-c2cc(OC)c(OC)c(OC)c2)s1	23	5	3	6	27	-14	4	-0.6	2
Cc1nc(C)c(C(=O)Nc2ncc([N+](=O)[O-])s2)o1	9	22	-6	3	-149	-60	12	-6.3	10
O=C(c1ccc(OC2CCN(C/C=C/c3ccc(F)cc3)CC2)cc1)N1CCCC1	38	5	-3	8	-15	14	-3	3.6	-4
Cc1cc(C)nc(SCc2cc(=O)c(OC(=O)c3ccco3)co2)n1	-14	-3	-1	0	15	7	3	0.4	8
COc1ccc(CNc2ccc(C)cc2)cc1Br	-10	8	2	8	-7	-6	-9	1.0	1
Cc1cc2nn(-c3cccc4ccccc34)nc2cc1N	-49	15	5	3	10	-6	14	2.7	-9
C/C(=N\NC(=O)c1cccc(N/N=C(\C)c2ccc([N+](=O)[O-])cc2)c1)c1ccc([N+](=O)[O-])cc1	69*	11	-1	-3	4	5	-7	0.0	3
Cc1cccc(NC(=O)c2cc(C)nc3ccccc23)c1	15	5	-6	-8	4	-19	10	0.7	0
CCOC(=O)CSc1nnc(-c2cccnc2)o1	22	-3	-1	-3	-4	-8	1	1.2	3
CCN(Cc1nc2cc(Cl)ccc2c(=O)[nH]1)C(=O)c1cc(C2CC2)nn1-c1ccccc1	24	16	-3	10	-3	9	-6	2.1	7
Cc1cc(C)cc(OCC(=O)N/N=C\c2cn(C)nc2C)c1	26	2	-1	-5	3	-3	-2	0.9	-8
COc1ccc(-c2noc(-c3ccc(C)cc3)n2)cc1	-300	-6	-6	1	-146	-114	7	4.5	0
C/C=C/c1cc(OC)c2c(c1)[C@H](C)[C@@H](c1ccc(O)c(OC)c1)O2	33	-2	-3	6	14	6	3	0.6	-14
CCOC(=O)N1CCC(Nc2c(-c3ccc(C)cc3)c(=O)c2=O)CC1	17	15	0	-3	-7	-2	8	-1.6	-4
COc1cccc2sc(Nc3nnc(-c4ccc(F)cc4)o3)nc12	64*	-5	3	-6	-39	-17	-3	1.1	-7
Cc1ccc(/C(N)=N/OC(=O)CCc2ccccc2)cc1	-36	12	3	7	-73	-63	-43	6.0	-5
O=C(Nc1ccon1)c1csc2c1CCCC2	6	-8	1	-10	3	3	28	0.0	0
Cc1cc(C)cc(OCCCCCNCCO)c1	2	-5	0	-13	13	-17	11	-2.8	-5
CCOC(=O)C1CCN(C(=O)CN2C(=O)c3ccccc3Sc3ncccc32)CC1	-1	14	-5	1	1	-19	-20	0.8	12
Cc1ccc(S(=O)(=O)N2CCC(C(=O)N3CCN(c4ccccn4)CC3)CC2)cc1	20	2	-6	11	-11	20	0	0.1	-1
Next part:
SMILES	Mdm2 MdmX PPI	CCR6 antag	UPR XBP1 act	EBI2 antag	697 NFkB inh	Jurkat NFkB inh	Gli-Sufu antag	UPR CHOP act	CXCR6 inh
Clc1ccccc1Oc1cnc2ccccc2n1	28	15	2	1	-1	-7	-15	1.7	-2
COc1cccc(N2CCN(S(=O)(=O)c3ccc(CN4C(=O)c5cccnc5C4=O)cc3)CC2)c1	-12	3	-4	-7	-21	-1	4	2.3	-1
Cc1cc(C)cc(NC(=O)C2CC3CCC2C3)c1 (stereo unspecified)	9	12	-6	-2	-69	-64	43	3.6	13
CC(C)C[C@H]1CN=C(Nc2ccccc2)N1CCCC1CCCC1	39	3	0	-1	-1	22	14	-1.2	-4
COC(=O)C1=C(COc2ccccc2)NC(=O)NC1c1ccc(Cl)cc1 (stereo unspecified)	1	12	0	/	12	17	5	-1.5	/
COc1ccnc(Oc2ccc(F)cc2)c1C(=O)N/C=N/OCc1cccc(F)c1	8	9	-1	-2	-7	-4	16	-0.5	-2
COc1cccc(NC(=O)CSc2nnnn2C(C)C)c1	10	7	-1	0	13	-12	4	0.6	4
Cc1ccc2cccc(N)c2n1	12	10	-1	-3	-23	2	6	0.3	0
CC1CCC(C(C)C)C(OC(=O)COC(=O)c2ccc(N)cc2)C1 (stereo unspecified)	21	8	-3	-26	26	0	9	-1.5	-3
N=c1n(CC(=O)c2cccc([N+](=O)[O-])c2)c2ccccc2n1Cc1ccccc1	92*	-2	8	16	1	13	19	0.1	-6
c1ccc2c(c1)nc1n2CCC1	/	7	/	6	/	/	7	/	3
O=C(NC1=NCCS1)C1COc2ccccc2O1 (stereo unspecified)	80*	8	-7	-12	-94	45	39	-11	-2

Compounds shown so far containing an aryl methoxy group (14):
SMILES	Mdm2 MdmX PPI	CCR6 antag	UPR XBP1 act	EBI2 antag	697 NFkB inh	Jurkat NFkB inh	Gli-Sufu antag	UPR CHOP act	CXCR6 inh
COc1n[nH]c(C(=O)Nc2nc3ccccc3s2)c1[N+](=O)[O-]	-8	-1	0	11	-112	-12	-31	0.8	8
COc1nc(C)cc(C)c1S(=O)(=O)c1ccc(Cl)cc1	-25	17	-1	2	0	-14	-1	1.2	10
COc1ccc(N2CCN(S(=O)(=O)c3cc4c5c(c3)C(C)C(=O)N5CCC4)CC2)cc1 (stereo unspecified)	22	4	-3	0	19	-8	-5	-1.8	4
CCOC(=O)c1ccc(NS(=O)(=O)c2cc(-c3nnnn3CC)ccc2OC)cc1	28	18	-1	-2	2	16	7	-0.7	3
COc1cccc(C(=O)NNC(=O)C(=O)Nc2cccc(Cl)c2C)c1	4	8	2	8	7	-1	-12	0.2	-2
COc1ccc(OCC(=O)N2CCN(C(=O)c3ccc([N+](=O)[O-])cc3)CC2)cc1	16	-7	0	88*	16	6	2	1.4	-7
CCN(C(=O)Cc1cccs1)c1nnc(-c2cc(OC)c(OC)c(OC)c2)s1	23	5	3	6	27	-14	4	-0.6	2
COc1ccc(CNc2ccc(C)cc2)cc1Br	-10	8	2	8	-7	-6	-9	1.0	1
COc1ccc(-c2noc(-c3ccc(C)cc3)n2)cc1	-300	-6	-6	1	-146	-114	7	4.5	0
C/C=C/c1cc(OC)c2c(c1)[C@H](C)[C@@H](c1ccc(O)c(OC)c1)O2	33	-2	-3	6	14	6	3	0.6	-14
COc1cccc2sc(Nc3nnc(-c4ccc(F)cc4)o3)nc12	64*	-5	3	-6	-39	-17	-3	1.1	-7
COc1cccc(N2CCN(S(=O)(=O)c3ccc(CN4C(=O)c5cccnc5C4=O)cc3)CC2)c1	-12	3	-4	-7	-21	-1	4	2.3	-1
COc1ccnc(Oc2ccc(F)cc2)c1C(=O)N/C=N/OCc1cccc(F)c1	8	9	-1	-2	-7	-4	16	-0.5	-2
COc1cccc(NC(=O)CSc2nnnn2C(C)C)c1	10	7	-1	0	13	-12	4	0.6	4

Screening data from PubChem BioAssay.
